ALOX15B inhib – qHTS Assay for Inhibitors of 15-hLO-2 (15-human lipoxygenase 2). purified 15hLO-2, xylenol orange hydroperoxide absorbance. Polyunsaturated fatty acid lipoxygenase ALOX15B (Homo sapiens), O15296. 110,000 compounds, 0.56% hits. Potency, µM (titrated, usually from 57.1 µM), for the others: at the highest dose activity change, negative = inhibition, most hits filed as inhibitors; note: potency is the fitted concentration of half-maximal effect; nearly all actives have a fitted effect of over 60% in size; many of its hits are not listed in these tables
Target sequence (O15296 whole entry, looked up): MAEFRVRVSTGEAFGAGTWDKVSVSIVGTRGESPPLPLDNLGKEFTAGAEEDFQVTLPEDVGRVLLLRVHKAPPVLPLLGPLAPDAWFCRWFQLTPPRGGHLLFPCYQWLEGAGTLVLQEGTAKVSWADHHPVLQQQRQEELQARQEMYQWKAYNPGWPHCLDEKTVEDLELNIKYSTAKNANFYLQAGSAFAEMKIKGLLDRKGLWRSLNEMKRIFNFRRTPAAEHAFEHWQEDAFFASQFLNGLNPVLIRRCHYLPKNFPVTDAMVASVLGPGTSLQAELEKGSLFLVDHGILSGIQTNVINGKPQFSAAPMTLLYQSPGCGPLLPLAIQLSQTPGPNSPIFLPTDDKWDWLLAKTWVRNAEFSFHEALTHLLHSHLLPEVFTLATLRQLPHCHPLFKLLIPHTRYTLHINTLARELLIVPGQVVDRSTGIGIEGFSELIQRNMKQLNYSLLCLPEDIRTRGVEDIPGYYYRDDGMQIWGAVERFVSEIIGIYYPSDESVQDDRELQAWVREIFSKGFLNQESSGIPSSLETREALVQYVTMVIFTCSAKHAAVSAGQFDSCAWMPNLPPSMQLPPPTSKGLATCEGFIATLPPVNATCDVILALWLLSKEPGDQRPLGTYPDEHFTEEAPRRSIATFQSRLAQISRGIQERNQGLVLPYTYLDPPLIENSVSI
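Enzyme 50 nM, AA 45 uM, 25 mM Hepes pH 7.5 + 0.01% Triton X-100; cpd preinc 15 min RT, rxn 90 min RT; stop/detect with 200 uM XO + 300 uM Fe(II) in 50 mM H2SO4, 30 min; A573/A405.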
ALOX12 inhib – qHTS Assay for Inhibitors of 12-hLO (12-human lipoxygenase); purified 12-hLO, xylenol orange hydroperoxide absorbance; 150,000 compounds, 0.12% hits; Potency, µM (titrated, usually from 57.1 µM), for the others: at the highest dose activity change, negative = inhibition, most hits filed as inhibitors; AID 1452, 2008; note: potency is the fitted concentration of half-maximal effect; nearly all actives have a fitted effect of over 55% in size; many of its hits are not listed in these tables
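Hydroperoxide formation by human 12-lipoxygenase from 40 uM arachidonic acid was followed colorimetrically via ferric-xylenol orange complex, using the 573/405 nm absorbance ratio. Enzyme concentration was 150 nM, with 30 min reaction at room temperature.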
IMPase cell inh – qHTS Assay for Identifying the Cell-Membrane Permeable IMPase Inhibitors; Inositol monophosphatase 1 (Rattus norvegicus), P97697; CHO-M1 cells, IP1 accumulation, HTRF TR-FRET ratio; inhibition (IP1 accumulation), % at 46.1 µM; 120,000 tested, under 10 active; AID 901, 2007; active = well fitted curve in the direction sought with a large enough effect in the signal ratio, not every such curve was filed as active; inconclusive = small, poorly fitted or top-dose-only effect, or a change in a side signal; inactive = no such curve, though single readings can be large or run the other way; the % refers to the signal ratio;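 note: cells stimulated with carbachol in lithium chloride buffer; plate controls were DMSO basal wells for no effect and reference inhibitor wells for full effect; higher means more IMPase inhibition seen as more IP1 and lower FRET ratio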
Target sequence (P97697 whole entry, looked up): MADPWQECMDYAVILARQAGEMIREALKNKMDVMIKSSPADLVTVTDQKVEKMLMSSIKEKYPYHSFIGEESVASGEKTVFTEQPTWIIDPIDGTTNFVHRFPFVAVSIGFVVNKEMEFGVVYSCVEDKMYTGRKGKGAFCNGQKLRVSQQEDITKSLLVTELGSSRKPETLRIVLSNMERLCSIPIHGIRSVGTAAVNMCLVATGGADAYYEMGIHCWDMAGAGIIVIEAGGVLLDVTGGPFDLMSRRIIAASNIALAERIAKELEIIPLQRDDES
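In this qHTS, compounds (final up to 46 uM) act on CHO-M1 cells that are then activated through the M1 receptor with carbachol, in pH 7.4 buffer containing 50 mM LiCl, for 30 min. IP1 accumulation is quantified by the IP-One immunoassay.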
PNC inhibitor – High Content Assay for Compounds that inhibit the Assembly of the Perinucleolar Compartment; activity change (PNC), negative = inhibition, % at 10 µM; PC3M PTB-GFP, PNC prevalence imaging, 16 h; active compounds read low; 140,000 compounds, 3.1% hits;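 active = readout at or below -70, meaning at least 70% loss of cells showing the perinucleolar compartment, a nuclear body marking cancer cells; inconclusive = readout between -30 and a set limit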;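 note: plate controls were DMSO wells for no effect and camptothecin positive control wells for full effect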
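PC3M cells stably expressing PTB-GFP, 750–1000 cells/well, treated 16 h at 37 °C with compound (23 nl of library stock), in duplicate. After paraformaldehyde fixation and Hoechst stain, imaged at 20x; PNC prevalence scored by image analysis.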
* hit, by the source's call; ? = inconclusive; . = not tested or not shown; [ ] = dose if it differs, or a comment. Unless noted, calls come from the whole dose curve; as a rule, active = well fitted curve in the direction sought with a large enough effect; inconclusive = small, poorly fitted or top-dose-only effect, or another doubt; inactive = no such curve, though single readings can be large; an effect the other way counts as inactive or inconclusive. Unless noted, % is set by controls: 0 for no effect and ±100 for the full control effect. Some of the compounds tested (hit frequency here may not be typical).

ALOX15B inhib | ALOX12 inhib | IMPase cell inh | PNC inhibitor | structure
-8% | -5% | ? | ? | Cn1c(=O)c2c(nc(NCc3ccco3)n2Cc2ccccc2Cl)n(C)c1=O
73%[activator] | 12% | 4 | 130 | Cc1ccc2nc(SCCCCOc3ccccc3)[nH]c2c1
1% | 0% | -4 | -9 | CC(NS(=O)(=O)c1ccc(Br)cc1)C(c1cccs1)N1CCN(C)CC1 (stereo not given)
-9% | 3% | -5 | 22 | CCN(CC)C(=O)CSc1nc2ccccc2n1CC(=O)N1CCN(c2ccccc2OC)CC1
0%[0.0915 µM] | 0%[0.00818 µM] | . | . | C=C1c2cccc(OC)c2O[C@H](C(=O)OCC)[C@@H]1CCC(C)C
. | -3% | . | 47 | Cc1cc(NC(=O)CCSc2ccccc2)ccc1Br
? | -5% | 12 | ? | Cc1ccc(N2CCN(C(=S)c3ccc(N(C)C)cc3)CC2)cc1
6% | -4% | 5 | -19 | O=C(NCCN1CCN(c2ccccc2F)CC1)C1CCCN(S(=O)(=O)c2cnc[nH]2)C1 (stereo not given)
. | 0% | -20 | ? | COc1ccccc1Nc1nc2ccccc2n1C
. | 0% | . | -1 | Cn1nnnc1Sc1c(Cl)cccc1[N+](=O)[O-]
. | -1% | . | 34 | Cc1nonc1C(=O)N/N=C/c1ccc(O)cc1
11% | -9% | 5 | -8 | CCOC(=O)Cc1[nH]nc2c1C(c1cc(OC)ccc1OC)C(C#N)=C(N)O2 (stereo not given)
. | 0% | 4 | -4 | COC(=O)C(C(=O)OC)C(C[N+](=O)[O-])c1ccc(O)c(OC)c1 (stereo not given)
-19% | -9% | 11 | -22 | COc1ccc(-c2cc(C(=O)N3CCN(c4ccccc4)CC3)c3ccccc3n2)cc1OC
10% | 2% | 4 | 23 | CCc1nn(-c2ccccc2)c(N)c1-c1ccc(OC)c(OC)c1
. | 0% | 3 | -22 | O=C(Nc1ccc(Cl)cc1C(F)(F)F)c1ccccc1
17%[2.29 µM] | 3% | 9 | 2 | CC(=O)c1c(C(C)=O)c(C)n(-c2nc(-c3cccs3)c(C)s2)c1C
36%[activator] | 2% | -1 | 14 | COc1cc2c(C(=O)N3CCN(C)CC3)c(C)n(-c3ccccc3)c2cc1Br
-2% | -11% | 5 | -3 | Cc1ccc(NC(=O)C2CC(c3ccc(F)cc3)=NO2)cc1 (stereo not given)
. | 1% | . | -92* | COc1ccc(S(=O)(=O)N2CCOCC2)cc1NC(=O)COC(=O)C1COc2ccccc2O1 (stereo not given)
. | -4% | -4 | 15 | Cc1nc(C)c(C(=O)C2=C(O)C(=O)N(CCN3CCOCC3)C2c2cccs2)s1 (stereo not given)
. | 1% | . | 1 | Cc1ccccc1OCCNC(=O)/C=C/c1ccccc1
2% | -2% | -1 | 5 | C=CCN1C(=NC(=O)CC)SC2CS(=O)(=O)CC21 (stereo not given)
9% | -19% | 15 | ? | Nc1nonc1-c1nc2ccccc2n1Cc1ccc(F)cc1
45%[activator] | -3% | 13 | -14 | Cc1ccc(Oc2ccc(NC(=O)Cn3ccsc3=N)cc2)cc1
48%[activator] | -3% | -13 | 13 | O=C(Nc1ccc2nc(-c3ccccn3)[nH]c2c1)C1CCCCC1
. | -2% | -8 | 17 | COc1ccc(C(=O)NNC(=O)c2cc3cc([N+](=O)[O-])ccc3oc2=O)cc1OC
. | -1% | 1 | -16 | CCCCOc1ccc(NC(=S)Nc2cc(C)nc(SCCCC)n2)cc1
-4% | -3% | 5 | ? | COc1ccccc1NC(=O)c1ccc(Br)o1
13% | -18% | 2 | 18 | Cc1ccc(Cl)cc1Nc1nc(-c2sc(NC(=O)c3ccco3)nc2C)cs1
. | -2% | . | ? | Cc1cc(C)nc(N/N=C/c2ccccc2OCc2ccc([N+](=O)[O-])cc2)n1
. | 6% | 0 | -15 | C/C(CC(=O)Nc1ccc2ccccc2c1)=N\NC(=O)c1cnccn1
5% | 1% | 6 | ? | COc1ccccc1NC(=O)c1cn(C)c(=O)c2cc(OC)c(OC)cc12
. | 2% | . | 77 | CN(C)S(=O)(=O)c1ccc(Cl)c(C(=O)OCC(=O)NC(=O)c2cccn2C)c1
? | -20% | 7 | 7 | COc1cc(/C=N/N(C)c2ccccc2)ccc1O
. | 3% | . | 6 | Cc1ccc(-c2csc(NC(=S)NC(=O)c3ccco3)n2)cc1
. | -4% | 11 | -23 | OCCCNC(c1ccccc1)c1ccc(O)cc1 (stereo not given)
-13% | -1% | 6 | 34 | COc1ccc(C(=O)OCC(=O)NCc2ccco2)cc1OC
2% | 7% | . | . | CS(=O)(=O)N1CCC2(CCCN(Cc3ccc(C#N)cc3)C2)CC1
-3% | -2% | -1 | -20 | O=C(Nc1ccccc1)c1cc(N2CCOCC2)nc2ccccc12

Entries from the list above that contain a thiophene ring, fused or not:
ALOX15B inhib | ALOX12 inhib | IMPase cell inh | PNC inhibitor | structure
1% | 0% | -4 | -9 | CC(NS(=O)(=O)c1ccc(Br)cc1)C(c1cccs1)N1CCN(C)CC1 (stereo not given)
17%[2.29 µM] | 3% | 9 | 2 | CC(=O)c1c(C(C)=O)c(C)n(-c2nc(-c3cccs3)c(C)s2)c1C
. | -4% | -4 | 15 | Cc1nc(C)c(C(=O)C2=C(O)C(=O)N(CCN3CCOCC3)C2c2cccs2)s1 (stereo not given)

Continued.
ALOX15B inhib | ALOX12 inhib | IMPase cell inh | PNC inhibitor | structure
-7% | -11% | 9 | -22 | COc1ccc(N2CCN(C(=O)c3ccc(NS(=O)(=O)c4ccc(F)cc4)cc3)CC2)cc1
3% | -8% | 4 | 1 | CCOC(=O)c1[nH]c2ccccc2c1NC(=O)CC(C)(C)C
-1% | 1% | 3 | ? | Cc1cccn2cc(CNS(=O)(=O)c3cccc(F)c3)nc12
. | -3% | ? | 39 | Cc1nc2ccccc2nc1SCC(=O)c1ccccc1
. | 2% | . | -3 | CC(=O)N/N=C/c1ccc(OCCOc2ccc(Br)cc2)cc1
. | -2% | . | -99* | Cc1ccccc1Nc1cccc2nonc12
-7% | 3% | -28 | 31 | N#CCSc1ncnc2sc3c(c12)CCC3
. | -4% | 4 | 13 | Cc1ccc(N=C2NC(=O)/C(=C\c3ccsc3)S2)c(C)c1
-6% | 1% | 2 | -26 | CC1(C)CC2CC(C)(CN2C(=O)COC(=O)c2n[nH]c(=O)c3ccccc23)C1 (stereo not given)
45%[activator] | -8% | 1 | 27 | O=C(Nc1ccc(Cl)c(Cl)c1)N(CCCN1CCOCC1)Cc1cccs1
4% | -3% | 2 | -117* | CN(C)S(=O)(=O)n1cnc(-c2ccccc2)c1-c1ccccc1
. | -10% | . | -19 | Cc1ccc(NS(=O)(=O)c2ccc(N3CCN(c4ccc(O)cc4)CC3)c([N+](=O)[O-])c2)c(C)c1
7% | -2% | 1 | ? | CCOC(=O)C(CC)Sc1ncnc2c1nnn2-c1ccc(F)cc1 (stereo not given)
2% | -1% | . | . | OCC1O[C@H](OC2C(CO)O[C@@](O)(CO)C2O)C(O)C(O)C1O (stereo not given in full)
-17% | 7% | 6 | -11 | O=C(O)c1ccc(-n2nnnc2SCc2ccccc2F)cc1
-3% | 3% | 0 | -19 | COc1cc(C(c2sc3nc(C)nn3c2O)N2CC(C)OC(C)C2)cc(OC)c1OC (stereo not given)
. | -3% | . | 12 | CC(=O)OCC(=O)[C@@]12OC(C)(C)O[C@@H]1C[C@H]1[C@@H]3C[C@H](F)C4=CC(=O)C=C[C@]4(C)[C@@]3(F)[C@@H](O)C[C@@]12C
3% | -2% | 11 | -4 | O=C(COc1ccccc1)N(Cc1ccco1)C1CCS(=O)(=O)C1 (stereo not given)
-4% | 1% | 2 | 30 | CCCCN1C(=O)CN(CCc2ccccc2)C(=O)C1c1ccc(OC)cc1 (stereo not given)
-5% | 1% | ? | -18 | CC(C)c1ccc(NC(=O)c2csnn2)cc1
-15% | 2% | 6 | 88 | Cc1ccc(C(=O)N/C(=C\c2ccccc2)C(=O)NCc2ccncc2)cc1
6% | -10% | 11 | -7 | CCCSc1cc(N2CCCC2)nc(-c2ccccc2)n1
. | -2% | . | 0 | COc1ccc(/C=C/c2nc3ccccc3n2Cc2ccccc2OC)cc1
40%[activator] | -15% | -1 | -15 | OC(COc1ccc2c(c1)CCC2)CN1CCN(c2cccc(Cl)c2)CC1 (stereo not given)
. | -1% | . | ? | Cc1cccc(NC(=O)NC(=S)NC(=O)c2ccccc2)c1
. | -1% | . | 22 | CCc1ccc(/C=C2\Oc3ccc(C(=O)OC)cc3C2=O)cc1
7% | 6% | -7 | 10 | O=C(NCCc1ccccc1)c1cccs1
0% | 0% | 8 | -21 | COc1ccc(-c2cc(C(N)=O)nc(N3CCCCCC3)n2)cc1
-1% | 1% | -2 | -14 | CCN(CC)CCCNC(=O)Cc1c(C(=O)O)n(C)c2ccccc12
-3% | 4% | -4 | 12 | CC1Cc2nc(SCC(=O)N3CCN(c4ccccc4)CC3)n(C)c(=O)c2S1 (stereo not given)

At a glance, part of the list above.
ALOX15B inhib | ALOX12 inhib | IMPase cell inh | PNC inhibitor | structure
. | -1% | . | ? | Cc1cccc(NC(=O)NC(=S)NC(=O)c2ccccc2)c1
. | -1% | . | 22 | CCc1ccc(/C=C2\Oc3ccc(C(=O)OC)cc3C2=O)cc1
7% | 6% | -7 | 10 | O=C(NCCc1ccccc1)c1cccs1
0% | 0% | 8 | -21 | COc1ccc(-c2cc(C(N)=O)nc(N3CCCCCC3)n2)cc1
-1% | 1% | -2 | -14 | CCN(CC)CCCNC(=O)Cc1c(C(=O)O)n(C)c2ccccc12
-3% | 4% | -4 | 12 | CC1Cc2nc(SCC(=O)N3CCN(c4ccccc4)CC3)n(C)c(=O)c2S1 (stereo not given)

The results go on.
ALOX15B inhib | ALOX12 inhib | IMPase cell inh | PNC inhibitor | structure
. | 0% | . | ? | Cc1ccc(C)c(NC(=O)C(Sc2nc3ccccc3c(=O)n2CC(C)C)c2ccccc2)c1 (stereo not given)
-4% | -21% | -2 | ? | O=c1[nH]c(CN2CCc3ccccc32)nc2scc(-c3cccs3)c12
1% | 1% | 8 | 1 | COc1cccc(-n2nnnc2SCC(=O)NC2CCCC2)c1
-2% | 7% | 3 | -11 | COc1cc(NC(=O)c2cc(C)on2)cc(OC)c1OC
3% | -4% | 1 | 18 | CC(C)(C)c1ccc(S(=O)(=O)NCc2ccc(C(=O)N3CCOCC3)cc2)cc1
. | 0% | -1 | ? | NS(=O)(=O)c1ccc(N=Nc2c(-c3ccccc3)[nH]n(-c3nc(-c4ccccc4)cs3)c2=O)cc1
-8% | -4% | 5 | ? | C=COC(=O)CSc1snc(SCC(=O)OC)c1C#N
. | 1% | 17 | 3 | Cc1cccc(C)c1NC(=O)Cn1c(CN2CCCCC2)nc2ccccc2c1=O
-1% | 0% | -1 | 23 | CCOc1ccc(N(CC(=O)NC2CCCC2)S(=O)(=O)c2c(C)[nH]c(=O)[nH]c2=O)cc1

Source: PubChem (National Center for Advancing Translational Sciences (NCATS))
